# Screening results (PubChem BioAssay)
# BoNT-A LC inh2: BoNT A light chain protease inhibition. multiplex microsphere protease substrate cleavage, flow cytometry. inhibition, % at 10 µM. 0.17% of 360,000 active; in the data active = inhibition above about 30%; inconclusive = no clear call, values can overlap the other calls; note: plate controls were buffer without enzyme for full effect and enzyme alone for no effect
# PrPC TRFRET: cell surface PrPC inhibition, primary TR-FRET screen. 0.43% of 370,000 active. AID 720596. P04156. inhibition, % at 13.8 µM. TR-FRET read-out; in the data active = inhibition above about 24%; note: 0% = median of the test wells and 100% = reference compound wells
# CCHFV vOTU inh: blocks the CCHF virus ovarian tumor domain protease; CCHFV vOTU protease, Pep-AMC fluorescence; inhibition, % at 11.5 µM; 0.55% of 370,000 active; AID 651958; note: 0% = vehicle wells with enzyme and 100% = no enzyme wells
# BioA inh: blocks M. tuberculosis BioA enzyme activity | purified M. tuberculosis BioA enzyme, plate reader | inhibition, % at 9.99 µM | 0.096% of 360,000 active; in the data active = inhibition above about 40%; inconclusive = no clear call, values can overlap the other calls
# GDH-TPI counter: counter-screen for M. tuberculosis FBA inhibitors: GDH-TPI coupled enzymes; GDH-TPI coupled enzyme counterscreen, NADH absorbance; inhibition, % at 4.8 µM; 1.2% of 360,000 active; AID 588335;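 note: 0% = DMSO wells and 100% = wells lacking the enzyme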
# Mtb FBA inh: Mtb fructose-bisphosphate aldolase inhibition. 2.3% of 360,000 active. P9WQA3. inhibition, % at 1 µM. purified M. tuberculosis FBA, fluorescence read-out; in the data active = inhibition above about 27%;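 note: 0% = vehicle and 100% = reference inhibitor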
# Target sequence (P9WQA3 whole entry, looked up): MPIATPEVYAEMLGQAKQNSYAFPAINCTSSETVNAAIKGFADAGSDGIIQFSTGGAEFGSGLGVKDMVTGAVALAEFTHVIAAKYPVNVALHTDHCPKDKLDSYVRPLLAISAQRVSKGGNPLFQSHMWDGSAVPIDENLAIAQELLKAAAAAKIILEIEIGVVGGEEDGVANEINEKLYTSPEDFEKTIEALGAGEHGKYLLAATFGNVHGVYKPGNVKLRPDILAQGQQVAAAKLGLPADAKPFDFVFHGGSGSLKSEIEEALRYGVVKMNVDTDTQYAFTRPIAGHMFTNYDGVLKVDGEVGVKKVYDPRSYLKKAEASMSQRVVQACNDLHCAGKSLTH
# Mtb UGM inh: inhibitors of M. tuberculosis UDP-galactopyranose mutase; P9WIQ1; purified UGM, fluorescence polarization probe displacement; inhibition, % at 10 µM; 0.06% of 320,000 active; AID 504406; in the data active = inhibition above about 10%, passing the limit was not always enough; inconclusive = no clear call, values can overlap the other calls
# Target sequence (P9WIQ1 whole entry, looked up): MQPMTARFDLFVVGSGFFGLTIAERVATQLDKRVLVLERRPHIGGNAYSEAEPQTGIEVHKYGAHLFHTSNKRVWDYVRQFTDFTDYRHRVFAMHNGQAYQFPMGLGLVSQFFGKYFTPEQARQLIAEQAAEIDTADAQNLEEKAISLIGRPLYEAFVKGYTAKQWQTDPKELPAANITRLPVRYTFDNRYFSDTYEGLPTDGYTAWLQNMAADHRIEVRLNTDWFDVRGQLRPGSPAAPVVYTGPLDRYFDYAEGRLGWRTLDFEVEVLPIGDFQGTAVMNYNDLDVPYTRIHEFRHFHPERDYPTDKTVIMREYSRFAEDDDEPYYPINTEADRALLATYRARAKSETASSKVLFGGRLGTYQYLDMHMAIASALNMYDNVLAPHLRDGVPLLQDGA
# FadD28 FP inh: inhibitors of Mycobacterium tuberculosis FadD28 bisubstrate binding; 0.22% of 360,000 active; FadD28 bisubstrate probe binding, fluorescence polarization; inhibition, % at 12.5 µM; in the data active = inhibition above about 8.5%, passing the limit was not always enough; inconclusive = no clear call, values can overlap the other calls
# BoNT-F LC inh: inhibitors of Botulinum neurotoxin F light chain protease; Multiplex microsphere protease cleavage assay, flow cytometry; inhibition, % at 10 µM; 0.22% of 360,000 active; AID 588497; in the data active = inhibition above about 35%, passing the limit was not always enough; inconclusive = no clear call, values can overlap the other calls; note: plate controls were buffer without enzyme for full effect and enzyme alone for no effect
# An asterisk follows results filed as active; ? = inconclusive; · = no result given. Cut-off read from the data, not from the text of the source, unless noted: active = inhibition above about 30%; inactive = the rest. No enrichment for hits. Share with any hit: about 4.8%.
SMILES,BoNT-A LC inh2,PrPC TRFRET,CCHFV vOTU inh,BioA inh,GDH-TPI counter,Mtb FBA inh,Mtb UGM inh,FadD28 FP inh,BoNT-F LC inh
COc1cc(/C=C/C(=O)OCC(=O)NCCc2ccc(F)cc2)ccc1OC(F)F,-0.2,7.9,-7.9,-3.9,12.8,3.1,4.6,-0.7,0.0
Cc1cc(C(=O)N2CC(C)CC(C)C2)n(-c2ccccc2)n1 (configuration not stated),-0.4,-2.8,9.3,1.2,3.3,-0.8,-0.8,-3.0,-0.9
O=C(Nc1ccccc1)N1CCCN(c2c(Cl)cncc2Cl)CC1,?,-4.3,1.8,·,-14.2,-22.1,-3.1,-3.4,?
CCN(Cc1cnn(C)c1)C(=O)c1cc(COc2ccc3c(c2)CCCC3)on1,-3.5,12.4,2.5,1.9,9.1,-2.3,-3.2,-0.4,-4.9
C[C@H](NC(=O)c1nc[nH]c1C(=O)N[C@@H](C)C(=O)OC(C)(C)C)C(=O)OC(C)(C)C,0.0,-4.8,23.0,2.7,-3.1,-1.4,-1.1,-2.2,0.9
O=C(OCc1nnc(-c2ccccc2)o1)c1ccc(-n2cnnn2)cc1,-28.5,6.7,-1.9,-0.1,1.1,2.1,-2.1,-1.0,-37.1
COc1ccc(OCCCC(=O)Nc2cc(S(=O)(=O)N3CCCCC3)ccc2OC)cc1,-0.7,6.4,8.2,-1.5,6.9,2.4,1.9,-1.1,-2.9
COC(=O)C1(c2ccccc2)NC(c2cccs2)C2C(=O)N(c3ccccc3)C(=O)C21 (configuration not stated),-0.5,-2.4,11.8,-1.0,12.4,2.8,0.8,-4.0,-4.7
CC(C)C(=O)NC(=S)Nc1ccc(S(=O)(=O)Nc2ccccc2)cc1,0.0,8.7,11.4,-1.5,9.6,2.7,-2.6,-2.7,1.4
CCCNC(=O)C(=O)Nc1ccc2c(c1)N(S(=O)(=O)c1cccs1)CCC2,1.5,12.6,2.2,-0.7,6.6,-1.7,1.3,-1.9,-4.0
COc1ccc(CCNC(=O)CNCC(c2ccccc2)N(C)C)cc1OC (configuration not stated),1.5,-1.2,-0.6,0.2,1.4,1.1,-1.0,-2.8,-3.2
COc1ccc(NC(=O)c2cc([N+](=O)[O-])ccc2N2CCCCC2)cc1OC,0.0,-22.8,-7.6,-0.9,6.0,-8.8,-0.5,-2.2,-4.5
Cc1nc(-c2ccccc2)sc1-c1nc(-c2ccncc2)ncc1S(=O)(=O)c1ccccc1,10.4,-0.1,1.1,0.7,3.0,1.8,-1.8,-5.4,3.7
Cn1nnnc1SCCOc1ccc(C#N)cc1,1.8,6.5,10.3,-0.6,5.9,-6.1,-2.6,-0.3,-4.9
Cc1cc(Cl)ccc1C(O)c1ncc(-c2cccc3ccccc23)[nH]1 (configuration not stated),-0.9,6.8,-6.8,0.0,7.1,22.9,·,-1.2,-7.6
Cc1ccn2cc(-c3cccc([N+](=O)[O-])c3)nc2c1,-0.1,-18.3,-2.9,0.1,13.4,0.3,1.1,-1.7,-2.4
CCOC(=O)C1=NN(c2ccc(Cl)cc2)/C(=C/C2=NCCc3cc(OC)c(OC)cc32)S1,-0.8,-5.3,0.1,·,3.4,7.2,-1.2,-3.9,?
COC(=O)c1cc2sccc2n1Cc1ccc(C)cc1,-1.9,0.2,-1.2,-0.1,-4.4,2.7,6.6,-3.8,-2.8
CC1(C)CN(CCc2ccccc2)C(=O)[C@H]1CC(=O)Nc1ccccc1,0.3,2.2,0.5,·,-4.3,7.1,·,1.7,-6.1
CCOc1ccc(CC(=O)N/N=C(\C)c2cccnc2)cc1OCC,1.6,4.2,-8.8,3.8,-0.3,-1.0,2.7,-2.3,2.7
O=C(Nc1ccc(F)c(F)c1)C1CCN(S(=O)(=O)c2cccc3nonc23)CC1,-1.0,-31.2,7.4,3.5,7.0,-0.9,1.2,-1.2,-4.7
CC(=O)Nc1ccc(C(C#N)c2ccccc2)cc1 (configuration not stated),1.7,8.7,6.6,4.6,-11.5,1.5,-2.6,-4.1,-2.4
O=S(=O)(c1cccc2nsnc12)N1CCN(c2ncccn2)CC1,-1.0,-46.8,5.4,-0.5,1.3,0.6,1.0,-0.5,-1.5
Brc1ccc(C2=Nn3cnnc3SC2)cc1,-0.2,-5.2,5.3,0.4,-3.1,-0.7,2.3,-1.9,5.9
Cc1[nH]c(=O)c(C(=O)/C=C/c2ccccc2)c2c1CCCC2,5.1,2.4,-1.9,0.5,12.9,-0.7,-1.1,-1.1,2.4

# Laid out differently: twelve of the compounds above.
Structure	BoNT-A LC inh2	PrPC TRFRET	CCHFV vOTU inh	BioA inh	GDH-TPI counter	Mtb FBA inh	Mtb UGM inh	FadD28 FP inh	BoNT-F LC inh
CCN(Cc1cnn(C)c1)C(=O)c1cc(COc2ccc3c(c2)CCCC3)on1	-3.5	12.4	2.5	1.9	9.1	-2.3	-3.2	-0.4	-4.9
C[C@H](NC(=O)c1nc[nH]c1C(=O)N[C@@H](C)C(=O)OC(C)(C)C)C(=O)OC(C)(C)C	0.0	-4.8	23.0	2.7	-3.1	-1.4	-1.1	-2.2	0.9
O=C(OCc1nnc(-c2ccccc2)o1)c1ccc(-n2cnnn2)cc1	-28.5	6.7	-1.9	-0.1	1.1	2.1	-2.1	-1.0	-37.1
COc1ccc(OCCCC(=O)Nc2cc(S(=O)(=O)N3CCCCC3)ccc2OC)cc1	-0.7	6.4	8.2	-1.5	6.9	2.4	1.9	-1.1	-2.9
COC(=O)C1(c2ccccc2)NC(c2cccs2)C2C(=O)N(c3ccccc3)C(=O)C21 (configuration not stated)	-0.5	-2.4	11.8	-1.0	12.4	2.8	0.8	-4.0	-4.7
CC(C)C(=O)NC(=S)Nc1ccc(S(=O)(=O)Nc2ccccc2)cc1	0.0	8.7	11.4	-1.5	9.6	2.7	-2.6	-2.7	1.4
CCCNC(=O)C(=O)Nc1ccc2c(c1)N(S(=O)(=O)c1cccs1)CCC2	1.5	12.6	2.2	-0.7	6.6	-1.7	1.3	-1.9	-4.0
COc1ccc(CCNC(=O)CNCC(c2ccccc2)N(C)C)cc1OC (configuration not stated)	1.5	-1.2	-0.6	0.2	1.4	1.1	-1.0	-2.8	-3.2
COc1ccc(NC(=O)c2cc([N+](=O)[O-])ccc2N2CCCCC2)cc1OC	0.0	-22.8	-7.6	-0.9	6.0	-8.8	-0.5	-2.2	-4.5
Cc1nc(-c2ccccc2)sc1-c1nc(-c2ccncc2)ncc1S(=O)(=O)c1ccccc1	10.4	-0.1	1.1	0.7	3.0	1.8	-1.8	-5.4	3.7
Cn1nnnc1SCCOc1ccc(C#N)cc1	1.8	6.5	10.3	-0.6	5.9	-6.1	-2.6	-0.3	-4.9
Cc1cc(Cl)ccc1C(O)c1ncc(-c2cccc3ccccc23)[nH]1 (configuration not stated)	-0.9	6.8	-6.8	0.0	7.1	22.9	·	-1.2	-7.6

# New compounds follow.
SMILES,BoNT-A LC inh2,PrPC TRFRET,CCHFV vOTU inh,BioA inh,GDH-TPI counter,Mtb FBA inh,Mtb UGM inh,FadD28 FP inh,BoNT-F LC inh
CNC(=O)N(O)C1N(C)C(=O)N(Cc2ccccc2)C1(C)C (configuration not stated),0.9,-5.6,3.8,-0.8,0.5,-1.3,0.6,0.0,7.6
O=c1c2ccccc2ncn1-c1ccc(Cl)cc1Cl,0.3,-5.7,4.4,0.3,3.0,-0.3,-0.7,-3.8,4.3
O=C(NCc1ccc(OC(F)(F)F)cc1)C1CC2Cn3c(nc4ccccc43)C2N1c1ccccc1 (configuration not stated),-0.4,-1.2,11.8,2.9,7.6,0.8,3.1,-4.3,-9.3
COc1cc2c(cc1OC)CN(c1ccc(F)cc1[N+](=O)[O-])CC2,-1.9,-9.5,-7.7,15.3,10.8,14.3,0.0,-0.4,1.7
Clc1cccc(-c2ccc(C3Nc4cccc5cccc(c45)N3)o2)c1,-0.2,·,·,-1.8,18.1,1.0,-1.1,-0.8,-12.5
O=C(NCCOc1ccc(Cl)cc1)C1CC(=O)N(c2ccc(F)cc2)C1 (configuration not stated),-0.6,2.0,-0.6,-1.0,-0.4,-2.9,-0.5,-3.5,-5.2
Cc1nc(S(=O)(=O)N(C)c2ccccc2)c(C#N)c(C)c1Cl,-0.5,6.9,8.2,0.9,11.7,0.2,-1.9,-1.6,-23.8
C=CCn1c(COc2ccccc2)nc2ccccc21,0.3,-7.0,7.0,1.3,-2.6,0.3,3.1,-5.3,-19.6
O=C(NCc1ccccc1)c1onc(CSc2ccc(Cl)cc2)c1C(=O)NCc1ccccc1,-0.7,4.2,-5.1,-0.9,14.3,-2.4,2.7,-0.8,-13.4
COc1cccc(CNC(=O)N2CCN(c3ccccc3Cl)CC2)c1,6.6,0.9,1.2,0.6,1.1,-4.2,0.3,-5.1,12.9
COC(=O)c1ccc(CN(c2ccc(C(=O)O)c(O)c2)S(=O)(=O)c2ccc(Cl)c([N+](=O)[O-])c2)cc1,0.5,-2.0,3.1,-0.4,9.5,-0.4,3.7,-1.1,-5.2
COCCCNC(=S)NC(=O)c1ccc([N+](=O)[O-])cc1,-0.4,-38.2,-12.2,0.3,3.1,-0.1,3.0,-1.3,-2.1
COc1ccccc1C(=O)NNC(=O)c1nn(Cc2ccccc2)c(=O)c2ccccc12,-2.6,1.0,-3.4,·,0.3,-1.1,1.6,-4.0,-8.5
Cc1ccc(NC(=O)CSc2nnc(-c3cccs3)o2)cc1S(=O)(=O)N1CCCCC1,-0.5,4.7,-0.8,·,4.9,-1.8,-3.0,-1.2,-6.6
COc1cccc(CNC(=O)CN2C(=O)COc3ccc(S(=O)(=O)N4CCCCC4)cc32)c1,1.4,-2.2,1.5,0.7,4.4,-1.6,-1.0,-2.0,-0.7
Cc1ccc(S(=O)(=O)C(C#N)c2nc3ccccc3nc2N2CCN(C)CC2)cc1 (configuration not stated),2.7,-6.8,0.9,·,-3.2,16.2,4.9,-1.3,-1.3
CN(Cc1ccccc1)C(=O)c1ccc(S(=O)(=O)N(C)c2ccccc2)cc1,-1.0,9.2,7.9,5.3,20.8,-1.8,3.1,-4.7,-5.7
Cc1cccc(NC(=O)Nc2ccc([N+](=O)[O-])cc2)n1,-0.3,6.8,-10.0,-1.2,-7.4,1.2,1.2,-3.9,-5.4
C/C(=N\NC(=O)CC#N)c1cc2ccccc2oc1=O,0.0,1.0,-1.5,·,5.7,-1.0,-3.6,-1.2,-3.2
N#C/C(=C/c1ccc([N+](=O)[O-])cc1)C(N)=O,-0.6,6.2,33.8*,·,2.5,0.9,0.1,-1.5,-1.9
Cn1c(SCC(=O)Nc2ccc3c(c2)OCO3)nnc1C(F)(F)F,8.5,6.5,-14.2,0.0,-6.0,-0.8,-0.1,0.9,9.0
CCc1nc(SCC(=O)O)c(C#N)c2c1CCCC2,0.3,17.3,6.1,·,-7.9,-7.5,2.8,-4.5,-1.1
COc1ccc(CC(=O)NNC(=O)c2ccc(Br)o2)cc1,1.3,7.9,-4.8,0.2,-0.3,-0.9,-0.5,-0.9,4.7
CCOC(=O)c1cccc(NC(=O)CSc2nnnn2CC)c1,0.1,6.9,-6.4,-0.1,0.0,0.4,0.0,-2.6,-5.1
Cc1cccc(C)c1NC(=O)CS(=O)CC(=O)N1CCN(c2ccccc2)CC1 (configuration not stated),1.1,0.2,10.6,0.0,-0.4,-0.1,-2.3,0.7,-8.2
COc1ccccc1CCc1nnc(CCC(=O)NC(C)Cc2cccnc2)o1 (configuration not stated),0.5,-4.1,-3.2,·,10.6,-1.6,-1.3,-2.8,6.3
O=C(CCN1CCOCC1)N1CCc2c([nH]c3ccccc23)C1c1cccc(Cl)c1 (configuration not stated),0.0,-4.9,-6.7,·,-9.3,-6.2,-1.6,-3.9,-0.7
